# All columns: NCI-60 one-dose screen, growth in % after 48 h at 10 µM unless noted; 100 = growth as untreated, 0 = no growth, -100 = all killed.
# MCF7 = MCF7 breast cancer | 82,000 compounds, 6.3% hits | AID 1794796; active = growth percent below 10
# The depositor's hits bear a star; & = joins results of further samples; ! = repeats disagree; [ ] = remark or other dose.
SMILES,MCF7
C=C1C(=O)OC2CC(C)C3(O)CCC(=O)C3(C)CC12 (stereo unspecified),3.2*![100 µM]
CC1(C)CCCC(C)(C2CCC3(C)C2C(O)CC2C4(C)CCC(O)C(C)(C)C4CCC23C)O1 (stereo unspecified),42&60[100 µM]
CC(=O)c1cc2c(s1)C(=O)c1scc(C(C)=O)c1C2=O,-80*[100 µM]
CC(=N\N=C\c1ccccn1)/C(C)=N/N=C(C)/C(C)=N/N=C(C)/C(C)=N/N=C/c1ccccn1,68&72[100 µM]
CCOC(=O)CCCOc1cc(-c2ccccc2F)nc2cc3c(cc12)OCO3,-100*![100 µM]
CC1CC(N)=C(C#N)C1(C#N)C#N (stereo unspecified),69&77[100 µM]
Cc1sccc1C(=S)Nc1ccc(Cl)c(/C=N/OC(C)(C)C)c1,-47*[100 µM]
O=C1c2ccccc2-c2c1c1ccccc1c(=O)n2Cc1ccco1,54&65[100 µM]
COC(=O)c1ccc(CCc2cc(O)c(Br)cc2O)cc1,-72*[100 µM]
CCCCCC(O)(CCCCC)CCCCCCCCC1=C(O)c2ccccc2C(=O)C1=O,-37*[100 µM]
CCCCCCCCCCCC1=C(O)C(=O)C(CC2=C(O)C(=O)C(CCCCCCCCCCC)=C(O)C2=O)=C(O)C1=O,40&73[100 µM]
CC(C)C1=C(O)C2=C(C(=O)C1=O)C1(C)CCCC(C)(C)C1CC2O (stereo unspecified),-78*[100 µM]
Cc1ccc(/C=N/Nc2cnccn2)s1,4.2*![100 µM]
C/C(O)=C/c1nc2sc(C)c(C)c2c(=O)s1,6.5*![100 µM]
Cc1cc(-c2nc3ccccc3s2)ccc1N,5.4*![100 µM]
Cc1nc(C(N)=S)sc1C(=O)C/C(=N/N)C(=O)Nc1ccc(Cl)cc1,34&37[100 µM]
O=C(O)/C=C\C(=O)Nn1c(Cc2ccc(Cl)cc2)n[nH]c1=O,78&90[100 µM]
COc1c(-c2ccccc2)oc2c(CP(=O)(OC)OC)cccc2c1=O,80&98[100 µM]
NC(Cc1ccc(S(=O)(=O)O)cc1)C(=O)NC(Cc1ccc(S(=O)(=O)O)cc1)C(=O)O (stereo unspecified),82&91[100 µM]
C=C1CC2(C)CCC(OC(=O)C3(C)OC3C)C(C)(OC(C)=O)C2CC1=C(C)C (stereo unspecified),8.6*![100 µM]
CC1=CCC2C3(C)CCC2(C(C)C)C1C3 (stereo unspecified) (tested in a mixture with another compound),-92*[100 µM]
C=C(C)C1CC2(C)C(C)CC(O)CC2C(OC(=O)C=C(C)C)C1O (stereo unspecified),5.4*![100 µM]
CNC(=S)/C(=N\Nc1nc[nH]c1C(N)=O)C(N)=S,4.3*![100 µM]
CC(C)(C)N/N=C(\C(=O)Nc1ccc([N+](=O)[O-])cc1[N+](=O)[O-])c1nc2ccc([N+](=O)[O-])cc2[nH]c1=O,7.0*![100 µM]
CCOC(=O)C1(C(C)=O)OC(=O)c2cnccc21 (stereo unspecified),96&102[100 µM]
COc1ccc(CC2c3cc(OC)c(OC)c(OC)c3CC[N+]2(C)C)cc1Oc1ccc(CC2c3cc4c(c(OC)c3CCN2C)OCO4)cc1 (stereo unspecified),5.5*![100 µM]
O=C1c2ccccc2-c2c1c1ccccc1c(=O)n2-c1ccccc1,44&100[100 µM]
CCC/C(Cl)=N\OC(=O)Nc1ccc(F)cc1,-70*[100 µM]
Cc1ccc(/C=C2/N=C(N/N=C\c3ccccc3)NC2=O)cc1,1.6*![100 µM]
c1ccc(C2C3=C(CCCC3)Nc3nc4cc5ccccc5cc4n32)cc1 (stereo unspecified),83&81[100 µM]
COc1cc(OC)c2nc3occc3c(OC)c2c1,28&54[100 µM]
CC1(C)Oc2ccc3c(=O)c(-c4ccccc4)c(-c4ccccc4)oc3c2C1C(=O)O (stereo unspecified),77&73[100 µM]
Cc1ccc(/C=C2/N=C(N/N=C\C(O)C(O)C(O)C(O)CO)NC2=O)cc1 (stereo unspecified),34&84&82&69&82&71[100 µM]
C=C1C(=O)OC2/C=C(/C)C3(O)OC(C)(CC(OC(=O)C(C)C)C12)CC3OC(C)=O (stereo unspecified),-83*[100 µM]
Cc1ccc(/C=N/Nc2cc(C)c3cccc(C)c3n2)s1,-100*[100 µM]
C=CC1C(OC2OC(CO)C(O)C(O)C2O)OC=C(C(=O)OC)C1CC1CC(=O)CC(CCc2ccc(O)cc2)O1 (stereo unspecified),85&87[100 µM]
O=C1C=C(Nc2ccc(S(=O)(=O)Nc3nccs3)cc2)c2ccccc2C1=O,-75*[100 µM]
COC(=O)C(=O)C(C(=O)C(=O)Nc1nc2ccc(C)cc2s1)c1nc2ccc([N+](=O)[O-])cc2[nH]c1=O (stereo unspecified),58&60[100 µM]
NC(=O)c1n[nH]n(-c2ccccc2)c1=O,81&94[100 µM]
CC(C)/C(Cl)=N/OC(=O)Nc1cccc(C(F)(F)F)c1,-84*[100 µM]
O=C1N(c2ccccc2)N=C2c3ccncc3C3=NN(c4ccccc4)C(=O)C123 (stereo unspecified),-34*![100 µM]
O=C(CCc1ccccc1)ON1C(=S)C(c2ccccc2)(c2ccccc2)N=C1Sc1ccccc1,4.4*[100 µM]
O=C1NC(N2CCCCC2)=N/C1=C\c1ccccc1O,67&71[100 µM]
COc1ccc(N(CN2C(=O)CCC2C(=O)O)C(C)=O)cc1 (stereo unspecified),65&85[100 µM]
COC(=O)C(/C(=N/N)C(=O)Nc1cc(Cl)c(Cl)cc1Cl)c1nc2ccc(Cl)cc2[nH]c1=O (stereo unspecified),58&64[100 µM]

# Shown field by field: entries from further up.
O=C1NC(N2CCCCC2)=N/C1=C\c1ccccc1O
- MCF7: 67&71[100 µM]

COc1ccc(N(CN2C(=O)CCC2C(=O)O)C(C)=O)cc1 (stereo unspecified)
- MCF7: 65&85[100 µM]

# The listing picks up, repeating the 3 entries before the break.
SMILES,MCF7
O=C1NC(N2CCCCC2)=N/C1=C\c1ccccc1O,67&71[100 µM]
COc1ccc(N(CN2C(=O)CCC2C(=O)O)C(C)=O)cc1 (stereo unspecified),65&85[100 µM]
COC(=O)C(/C(=N/N)C(=O)Nc1cc(Cl)c(Cl)cc1Cl)c1nc2ccc(Cl)cc2[nH]c1=O (stereo unspecified),58&64[100 µM]
CC1(C)CCC2(C(=O)O)C(O)CC3(C)C(=CCC4C5(C)CCC(OC6OCC(O)C(O)C6OC6OCC(O)C(O)C6OC6OCC(O)C(OC7OC(CO)C(O)C(O)C7O)C6O)C(C)(C)C5CCC43C)C2C1 (stereo unspecified),25&76[100 µM]
COc1ccc(C2c3cc4c(c(OC)c3CC3OCC(=O)C32)OCO4)cc1OC (stereo unspecified),-81*[100 µM]
Cc1coc2c1CC1OC1(C)CCC1OC1(C)C2 (stereo unspecified),67&78[100 µM]
CC(C)=CCC/C(C)=C/CC/C(C)=C/CSc1ccccc1C(=O)O,74&29[100 µM]
N/N=C(\C(=O)Nc1ccc([N+](=O)[O-])cc1)C(C1=Nc2cc([N+](=O)[O-])ccc2NC1)[N+](=O)[O-] (stereo unspecified),34&46[100 µM]
CCCn1c2c(c3ccccc3c1=O)C(=O)c1ccccc1-2,17&51[100 µM]
CC(=O)NC1C(O)C(O)C(CO)OC1n1ncc(=O)[nH]c1=O (stereo unspecified),85&87[100 µM]
COC(=O)C(=O)C(C(=O)OC)C(=O)C(=O)Nc1ccccc1C(N)=O (stereo unspecified),86&94[100 µM]
CN(C)CC(O)CNC(=O)Nc1ccccc1 (stereo unspecified),89&90[100 µM]
CC#CC#C/C=C1\C=CC2(OC=CC2OC(C)=O)O1 (stereo unspecified),-49*[100 µM]
N#Cc1nc(CCC(c2nc(C#N)c(N)o2)N2C(=O)c3ccccc3C2=O)oc1N (stereo unspecified),97&92[100 µM]
COc1ccc2cc(CN3CCC(C4CCNCC4)CC3)ccc2c1,-23*[100 µM]
N#Cc1nc(C(F)(F)F)oc1N,98&66[100 µM]
CC1=CC[C@@H]2[C@@H](CC[C@@]2(C)O)C(C)(C)[C@H]1CC[C@@H]1[C@@]2(C)CCC(=O)C(C)(C)O[C@@H]2CC[C@]1(C)O,-100*[100 µM]

# In another format: results already given.
molecule | MCF7
N#Cc1nc(CCC(c2nc(C#N)c(N)o2)N2C(=O)c3ccccc3C2=O)oc1N (stereo unspecified) | 97&92[100 µM]
CCCn1c2c(c3ccccc3c1=O)C(=O)c1ccccc1-2 | 17&51[100 µM]
CC1=CC[C@@H]2[C@@H](CC[C@@]2(C)O)C(C)(C)[C@H]1CC[C@@H]1[C@@]2(C)CCC(=O)C(C)(C)O[C@@H]2CC[C@]1(C)O | -100*[100 µM]
COc1ccc(C2c3cc4c(c(OC)c3CC3OCC(=O)C32)OCO4)cc1OC (stereo unspecified) | -81*[100 µM]

# Screening results from PubChem BioAssay.

# An excerpt. The share of hits here may be higher or lower than overall.
